High-throughput results: PubChem BioAssay, Sanford-Burnham Center for Chemical Genomics
VHR inh color: blocks the human dual specificity phosphatase VHR1. P51452. recombinant VHR phosphatase, colorimetric substrate read-out. inhibition, % at 20 µM. hit rate 0.7% among 50,000; in the data active = inhibition above about 60%; also: some results filed as inactive read as strong as hits
Target sequence (P51452 whole entry, looked up): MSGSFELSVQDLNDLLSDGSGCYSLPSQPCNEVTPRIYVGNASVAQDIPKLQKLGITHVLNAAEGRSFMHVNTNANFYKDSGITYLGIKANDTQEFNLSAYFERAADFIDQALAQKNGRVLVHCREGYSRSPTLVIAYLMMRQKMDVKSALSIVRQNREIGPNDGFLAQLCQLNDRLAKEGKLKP
Numbers without * were called inactive.

COc1cc(NC(=O)c2cc3n(n2)C(C(F)(F)F)CC(c2ccc(Br)cc2)N3)cc([N+](=O)[O-])c1 (centres undefined)
  VHR inh color: -25

CC1(C)C2([N+](=O)[O-])CNCC1([N+](=O)[O-])CNC2
  VHR inh color: -4

COc1ccc(N2C(=O)NC(=O)/C(=C\c3cc(C)n(-c4ccc(N5CCOCC5)cc4)c3C)C2=O)cc1
  VHR inh color: -14

Cc1ccc2nsnc2c1NC(=O)c1ccc(-c2ccc([N+](=O)[O-])cc2)o1
  VHR inh color: -6

CCc1ccc(NC(=O)C(F)(F)F)cc1
  VHR inh color: -7

CCCN1CCN(C(=O)C2COc3ccccc3O2)CC1 (centres undefined)
  VHR inh color: 21

COc1ccc(/C=C/c2nc3sc4c(c3c(=O)o2)CCCC4)cc1
  VHR inh color: 15

O=C(c1cccc(F)c1)N1CCN(c2cc(N3CCOCC3)c(F)cc2[N+](=O)[O-])CC1
  VHR inh color: 1

Cc1cc(/C=C2/NC(=O)NC2=O)c(C)n1-c1ccc(N2CCOCC2)cc1
  VHR inh color: 33

Fc1ccc(-c2noc(/C=C/c3ccccc3)n2)cc1
  VHR inh color: -5

CCOc1ccccc1NC(=O)c1c(NC(=O)c2ccccc2)sc2c1CCC2
  VHR inh color: 3

Cc1nc2ccccn2c1C(=O)NC1CCCC1
  VHR inh color: -28

O=C(Nc1cccc(Cl)c1)Nc1nnc(-c2ccccc2F)s1
  VHR inh color: -14

CCc1cc(=O)oc2cc(OCc3ccc(Br)cc3)ccc12
  VHR inh color: -13

Cc1ccc(NC(=O)/C(=C/c2ccc(N(C)C)cc2)NC(=O)c2ccccc2)cc1
  VHR inh color: -11

Reprinted from the part before: six compounds, then new ones.
Fc1ccc(-c2noc(/C=C/c3ccccc3)n2)cc1
  VHR inh color: -5

CCOc1ccccc1NC(=O)c1c(NC(=O)c2ccccc2)sc2c1CCC2
  VHR inh color: 3

Cc1nc2ccccn2c1C(=O)NC1CCCC1
  VHR inh color: -28

O=C(Nc1cccc(Cl)c1)Nc1nnc(-c2ccccc2F)s1
  VHR inh color: -14

CCc1cc(=O)oc2cc(OCc3ccc(Br)cc3)ccc12
  VHR inh color: -13

Cc1ccc(NC(=O)/C(=C/c2ccc(N(C)C)cc2)NC(=O)c2ccccc2)cc1
  VHR inh color: -11

O=C(CCCOc1ccccc1)Nc1ccc([N+](=O)[O-])cc1
  VHR inh color: -16

O=C(CSc1ncn[nH]1)c1ccc(Br)cc1
  VHR inh color: 31

N/C(=N\OC(=O)c1ccccc1Br)c1ccccn1
  VHR inh color: -18

CCOC(=O)c1ccc(-n2c(C)cc(/C=C3\SC(=S)NC3=O)c2C)cc1
  VHR inh color: 5

COc1ccc(-n2c(SCC(=O)c3ccccc3)nc(O)c(Cc3ccccc3)c2=O)cc1
  VHR inh color: 53

Cc1cc(Br)ccc1OCC(=O)O/N=C(\N)c1ccccn1
  VHR inh color: -13

CC1(C)C(C(=O)NCc2ccco2)C1(C)C
  VHR inh color: 1

COc1ccccc1OCC(=O)Nc1ccc(C(C)=O)cc1
  VHR inh color: -9

CN1/C(=C\C(=O)Nc2ccc(Cl)cc2)c2ccccc2CC1(C)C
  VHR inh color: -6

O=C1/C(=C/c2cccs2)SC(=S)N1CCC(=O)N1c2ccccc2Sc2ccccc21
  VHR inh color: -5

Cc1ccc(-n2nc3cc(C)c(NC(=O)COc4ccc(Cl)cc4)cc3n2)cc1
  VHR inh color: 5

COc1ccc(C2NC(=O)NC(C)=C2C(=O)OCCSC)cc1 (centres undefined)
  VHR inh color: 16

COc1ccc(C2C3C(=O)N(c4ccccc4Cl)C(=O)C3ON2c2ccccc2)cc1 (centres undefined)
  VHR inh color: -32

O=C(Nc1cccc(Cl)c1Cl)C1COc2ccccc2O1 (centres undefined)
  VHR inh color: -3

O=C(/C=C/c1ccc([N+](=O)[O-])cc1)Nc1ccccc1C(=O)Nc1cccc(C(=O)O)c1
  VHR inh color: -19

Cc1nc(N(CCC#N)CCC#N)sc1C(C)(C)C
  VHR inh color: 16

CCC(C(=O)Nc1nc2ccc(C)cc2s1)c1ccccc1 (centres undefined)
  VHR inh color: -9

Cc1ccc(C)c(NC(=O)C2C3C4CCC(C4)C23)c1 (centres undefined)
  VHR inh color: 1

CCOC(=O)c1cc(-c2ccc(Cl)cc2)nc2ccccc12
  VHR inh color: 5

O=C(NC(=S)Nc1ccc(Cl)c(-c2nc3ccccc3[nH]2)c1)c1ccccc1Cl
  VHR inh color: -9

CCOc1ccc(/C=C/C(=O)NC(c2ccccc2)c2ccccc2)cc1OC
  VHR inh color: -13

COc1ccccc1N1C(=O)/C(=C/c2ccc(N(C)C)cc2)SC1=S
  VHR inh color: -7

Cc1ccc(OCC(=O)N=Nc2c(O)[nH]c3c(Br)cc(Br)cc23)cc1
  VHR inh color: -7

CCOC(=O)c1c(NC(=O)C2C3CCC(C3)C2C(=O)O)sc2c1CCC(CC)C2 (centres undefined)
  VHR inh color: 4

COc1cccc(-c2cc(C(=O)O)c3cc(Br)ccc3n2)c1
  VHR inh color: -30

O=C(CCc1ccccc1)Nc1ccc(Br)c(Cl)c1
  VHR inh color: -11

C#CCOc1ccc(/C=C2\C(=O)NC(=O)N(c3cc(C)cc(C)c3)C2=O)cc1OC
  VHR inh color: -9

O=C(Nc1c(F)cc(F)cc1Br)c1cc2n(n1)C(C(F)(F)F)CC(c1ccc(Cl)cc1)N2 (centres undefined)
  VHR inh color: -7

Cc1cc(N2C(=O)NC(=O)/C(=C\c3ccco3)C2=O)ccc1Br
  VHR inh color: 13

Cc1cccc(OCC(=O)NCC(=O)n2nc(C)cc2C)c1
  VHR inh color: 6

CCOC(=O)C1=C(C)NC(=S)NC1c1cccc2ccccc12 (centres undefined)
  VHR inh color: -25

COc1ccc(S(=O)(=O)N2CCN(Cc3cc(OC)c(OC)cc3OC)CC2)cc1
  VHR inh color: -2

C=CCN1C(=O)/C(=C\C=C\c2ccco2)C(=O)NC1=S
  VHR inh color: 88*

Cc1ccccc1CC(CC(=O)O)C(=O)O (centres undefined)
  VHR inh color: -6

Cn1c(=O)c2c(ncn2CC(=O)NC(c2ccccc2)c2ccccc2)n(C)c1=O
  VHR inh color: 4

CCCN(CCC)CC(O)COC1CCC(C(C)(C)C)CC1 (centres undefined)
  VHR inh color: -3

O=C1C(Cl)=C/C(=N\S(=O)(=O)c2ccc(Cl)cc2)C(Cl)=C1Cl
  VHR inh color: 96*

Clc1cccc(CN2CCN(Cc3ccncc3)CC2)c1
  VHR inh color: 19

COCCNC(=O)COc1ccc(Cl)cc1
  VHR inh color: -10

CCOC(=O)c1ccc(NC(=O)CN(c2ccccc2OCC)S(=O)(=O)c2ccccc2)cc1
  VHR inh color: -8

O=C1CC(=O)N(c2ccc(I)cc2)C(=O)N1
  VHR inh color: 8

CCc1c(C#N)c(N)nc2sc(C(=O)c3cccs3)c(N)c12
  VHR inh color: -9

CCOC(=O)Cc1c(C)n2nc(C)cc2[nH]c1=O
  VHR inh color: 5

CC(=O)Oc1ccc(/C=c2\sc3nc4ccccc4n3c2=O)cc1
  VHR inh color: 2

Cc1cc(Cl)ccc1OC(=O)/C=C/c1cccc([N+](=O)[O-])c1
  VHR inh color: -6

Cc1cccc(NC(=O)C(=O)NCc2ccc3c(c2)OCO3)c1
  VHR inh color: 2

Cc1cccc(Nc2nc(-c3c(C)nc4ccccn34)cs2)c1
  VHR inh color: 13

CS(=O)(=O)c1ccc2nc(NC(=O)/C=C/c3ccc(F)cc3)sc2c1
  VHR inh color: -20

CCOC(=O)C1=C(O)/C(=C/c2ccc(-c3ccccc3)cc2)SC1=Nc1ccc(OC)cc1
  VHR inh color: 115*

CCOC(=O)C1=CN(c2ccc(C)cc2)C=C(C(=O)OCC)C1c1cc(OC)c(OC)c(OC)c1
  VHR inh color: -14

COc1cccc(N2C(=O)CC(NCc3ccc(S(N)(=O)=O)cc3)C2=O)c1 (centres undefined)
  VHR inh color: -41

C(=N\Nc1nn[nH]n1)/c1ccc(N2CCOCC2)cc1
  VHR inh color: -21

CCOC(=O)C1C(=O)C=C(Nc2ccc(OC)cc2)CC1c1ccccc1 (centres undefined)
  VHR inh color: -4

O=C(O)CCN1C(=O)/C(=C/c2cn(-c3ccccc3)nc2-c2ccc(Br)cc2)SC1=S
  VHR inh color: 25

Cc1cccc(OCC(=O)O/N=C(\N)Cc2ccc([N+](=O)[O-])cc2)c1
  VHR inh color: 9

Cc1cccc(C2(c3cccc(C)c3)CC2C(=O)N2CCCCC2)c1 (centres undefined)
  VHR inh color: -16

Cc1ccc(S(=O)(=O)NN2C(=O)/C(=C/c3ccc(F)cc3)SC2=S)cc1
  VHR inh color: -14

COc1ccc(OCCSc2nc3ccccc3c(=O)[nH]2)cc1
  VHR inh color: -12

O=C1OC(c2ccc(Oc3ccccc3)cc2)=C/C1=C/c1ccco1
  VHR inh color: 42

Cc1ccc(-c2nc3ncccc3o2)cc1NC(=O)c1cc([N+](=O)[O-])ccc1Cl
  VHR inh color: -21

O=C1CCCC2=C1C(c1ccccc1)Nc1ccccc1N2 (centres undefined)
  VHR inh color: -7

CCCOc1ccc(-c2ccc(-c3nc(-c4cccnc4)no3)cc2)cc1
  VHR inh color: -6

CCOC(=O)c1ccccc1NC(=O)C(C)Oc1ccccc1 (centres undefined)
  VHR inh color: -4

COC(=O)CCC(=O)Nc1cccc(C(N)=O)c1
  VHR inh color: 0

CC(c1ccccc1)N1C(=O)c2ccc(C(=O)c3ccc(C(=O)O)cc3)cc2C1=O (centres undefined)
  VHR inh color: 7

COCCNC(=S)Nc1c(C)n(C)n(-c2ccccc2)c1=O
  VHR inh color: -26

O=C(O)CCN=C1CCc2ccccc2N1
  VHR inh color: -7

CC(C)C(=O)NS(=O)(=O)c1ccc(NC(=O)c2ccccc2Cl)cc1
  VHR inh color: 1

CN(C)c1ccc(/C=N/NC(=O)C(=O)NN/C(N)=N\[N+](=O)[O-])cc1
  VHR inh color: -9

O=C1CCCC2=C1C(c1ccc(F)cc1)Nc1ccc(C(=O)c3ccccc3)cc1N2 (centres undefined)
  VHR inh color: 35

COc1ccc(/C=C(\NC(=O)c2ccccc2)C(=O)NN)cc1OC
  VHR inh color: 7

COc1ccc(/C=C/C(=O)C2(C)CCCCC2)cc1
  VHR inh color: -28

COC(=O)c1ccc(/C=C2/SC(=O)N(CNc3ccc(OC)c(Cl)c3)C2=O)cc1
  VHR inh color: -14

Cc1cc2nc(-c3cc(NC(=O)/C=C/c4cccc([N+](=O)[O-])c4)ccc3O)oc2cc1C
  VHR inh color: -8

O=C(NCCN1CCOCC1)c1nn2c(C(F)(F)F)cc(-c3ccc(Br)cc3)nc2c1Cl
  VHR inh color: -25

COc1cccc(NC(=O)C2C3CCC4C(CCC32)C4(Cl)Cl)c1 (centres undefined)
  VHR inh color: 2

O=C(O)c1cc(O)c2ccccc2c1O
  VHR inh color: -15

C=C1c2ccc(C)cc2NC(=O)N1c1cccc(Cl)c1
  VHR inh color: -4

CCOc1ccc(N(CC(=O)Nc2ccccc2OCC)S(=O)(=O)c2ccc(SC)cc2)cc1
  VHR inh color: -21

O=C(CCNC(=O)/C(=C\c1cccc([N+](=O)[O-])c1)NC(=O)c1ccco1)OCc1ccccc1
  VHR inh color: 3

N/C(=N\OC(=O)/C=C/c1ccccc1)c1ccccc1
  VHR inh color: -13

CCCCOc1ccc(C(=O)O/N=C2\CCOc3cc(OC)ccc32)cc1
  VHR inh color: -16

O=C(/C=C/c1ccc(F)cc1)c1cccc([N+](=O)[O-])c1
  VHR inh color: -1

CC(/C=C1\SC(=S)N(c2cccc(Br)c2)C1=O)=C\c1ccccc1
  VHR inh color: -6

O=C(NCCNc1ccc([N+](=O)[O-])cc1Cl)c1ccccc1Cl
  VHR inh color: -8

CC(=O)C1=C(O)C(=O)N(CCN2CCNCC2)C1c1ccccc1F (centres undefined)
  VHR inh color: -5

NC1=NC(=O)CC(C(=O)Nc2ccccc2)S1 (centres undefined)
  VHR inh color: -16

Cc1ccc(CNC(=O)C(=O)NCc2ccc(Cl)cc2)cc1
  VHR inh color: 6

Cc1ccccc1-c1noc(-c2cccs2)n1
  VHR inh color: -11

CCCc1cc(=O)oc2cc(OCC(=O)c3ccccc3)ccc12
  VHR inh color: -12

CC(=O)c1ccc(N2C(=O)C3C(C2=O)C2(C)c4ccccc4C3(C)c3ccccc32)cc1 (centres undefined)
  VHR inh color: -23

CC(=O)/C(C(=N)N1CCN(c2ccccc2)CC1)=C(\C)O
  VHR inh color: 10

CC(=O)c1ccc(NC(=S)NC(NC(=O)c2cccc(C)c2)C(Cl)(Cl)Cl)cc1 (centres undefined)
  VHR inh color: -11

Cc1cc(C)nc(/N=C(/N)Nc2ccccc2[N+](=O)[O-])n1
  VHR inh color: -10

NS(=O)(=O)c1cccc(NC(=O)c2ccc(Cl)cc2Cl)c1
  VHR inh color: 2

Nc1nc(-c2ccccc2)cc(N2CCCC2)n1
  VHR inh color: -16

Cc1cc(Br)c2[nH]c3c(c2c1)CCCC3=O
  VHR inh color: 61

O=C(Nc1ccc(OCC(=O)N2CCOCC2)cc1)c1ccccc1F
  VHR inh color: -16

CCOc1ccccc1N1CCN(C(=O)c2cc(-c3cccc(C)c3)nc3ccccc23)CC1
  VHR inh color: 2

C[n+]1ccccc1/C=C/c1ccc(O)cc1
  VHR inh color: -5

C/C(=N\NS(=O)(=O)c1ccc(C)cc1)c1cccs1
  VHR inh color: -12

O=C(CCc1ccccc1)Nc1ccc(Br)cn1
  VHR inh color: -8

CCOc1ccc(N2C(=O)NC(=O)/C(=C/c3cccc(OC)c3)C2=O)cc1
  VHR inh color: 0

Cc1onc(-c2ccccc2)c1C(=O)N1CCN(c2ccc([N+](=O)[O-])cc2)CC1
  VHR inh color: -1

CC(C)CCn1c2ccccc2c2cc(CC(=O)O)ccc21
  VHR inh color: -14

CCN(CC)C(=O)CSc1nc2ccc([N+](=O)[O-])cc2s1
  VHR inh color: -3

COc1ccc(/C=C2/C(=O)NC(=O)N(c3ccc(C(C)C)cc3)C2=O)cc1O
  VHR inh color: 13

Cc1cc(C)c(N2C(=O)NC(=O)/C(=C/c3ccc([N+](=O)[O-])o3)C2=O)c(C)c1
  VHR inh color: -8

O=C(NC(=S)Nc1ccccc1)C12CC3CC(CC(C3)C1)C2
  VHR inh color: 3

Cc1cccc(OCC(=O)Nc2ccc(S(=O)(=O)Nc3ncccn3)cc2)c1
  VHR inh color: -2

CCN(CC)S(=O)(=O)c1ccc(NC(=O)COc2ccc(Cl)cc2)cc1
  VHR inh color: 3

CCOc1ccc(N2C(=O)C(O)=C(C(=O)/C=C/c3ccccc3)C2c2ccccc2[N+](=O)[O-])cc1 (centres undefined)
  VHR inh color: -5

An excerpt. The share of hits here may be higher or lower than overall.
